SKN-1 inh: inhibitors of C. elegans SKN-1; actives 0.49% (n = 360,000); inhibition, % at 21.8 µM; AID 624304; C. elegans VP596 Pgst-4::GFP/RFP ratio, acrylamide-induced, 24 h;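 active means interference check ratio from 0.5 to 1.5 plus GFP to RFP signal ratio inhibition reaching or exceeding a fixed threshold, cut at about 30% in these data, passing the limit was not always enough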; further: some compounds called inactive have numbers as strong as hits
Scp1 inh: blocks human Scp-1 phosphatase activity. actives 0.88% (n = 340,000). inhibition, % at 20 µM. Recombinant Scp1, phosphopeptide, malachite green phosphate absorbance;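 active means inhibition above about 50% at 20 µM, limit read from the data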;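 further: plate controls were DMSO wells with enzyme for no effect and wells lacking enzyme for full effect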
Target sequence (Q9GZU7 76-261 limits assumed): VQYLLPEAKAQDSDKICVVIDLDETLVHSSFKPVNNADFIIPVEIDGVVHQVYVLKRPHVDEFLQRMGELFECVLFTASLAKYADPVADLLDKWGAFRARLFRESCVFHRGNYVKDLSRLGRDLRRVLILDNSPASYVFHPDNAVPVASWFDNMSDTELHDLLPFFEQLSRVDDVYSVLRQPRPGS
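Times: enzyme reaction 45 min at room temperature, colour 5 min, stabilisation 30 min. Material: SCP-1 catalytic fragment, aa 76-261. Medium: Acidic Tris acetate buffer with magnesium and detergent. Signal: colorimetric free-phosphate detection, absorbance 630 nm. Read-out basis: % inhibition of SCP-1 phosphate liberation. Reagent: Phosphorylated 17-residue peptide substrate.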
STEP inh: inhibitors of human striatal-enriched phosphatase STEP; P54829; recombinant STEP, OMFP fluorogenic substrate, fluorescence; inhibition, % at 20 µM; actives 0.25% (n = 360,000);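 active means inhibition at 20 µM, scaled per plate between control wells, above about 37%, limit read from the data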;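 further: 0% = DMSO with enzyme and substrate and 100% = substrate only without enzyme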
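System: isolated STEP enzyme; schedule: 20 min enzyme reaction at room temperature, protected from light; medium: Bis-Tris buffer pH 6.0, 2.5 mM DTT, 0.005% Tween 20; signal: fluorescence, 480/540 nm; dosing: single compound dose of 20 µM, 1% DMSO final; also added: OMFP substrate, 25 µM final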
NRP1-CendR mod: alters CendR peptide binding to human NRP-1; O14786; FAM-RPARPAR peptide binding to NRP-1, fluorescence polarization; inhibition, % at 25 µM; actives 0.85% (n = 360,000); AID 602438;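 active means inhibition or corrected inhibition above about 18%, plus a signal ratio from 0.5 to 1.5, limit read from the data, passing the limit was not always enough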; further: strong numbers were not always called active
Rpn11 block: Rpn11 (human) deubiquitinase inhibition; O00487; human 26S proteasome, Ub4-pepOG fluorescence polarization; 20S core pre-blocked with epoxomicin; calls only at 20 µM; actives 0.59% (n = 360,000); AID 588493;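 active means inhibition at 20 µM, scaled to each plate's controls, above about 33%, limit read from the data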
Target sequence (O00487 whole entry, looked up): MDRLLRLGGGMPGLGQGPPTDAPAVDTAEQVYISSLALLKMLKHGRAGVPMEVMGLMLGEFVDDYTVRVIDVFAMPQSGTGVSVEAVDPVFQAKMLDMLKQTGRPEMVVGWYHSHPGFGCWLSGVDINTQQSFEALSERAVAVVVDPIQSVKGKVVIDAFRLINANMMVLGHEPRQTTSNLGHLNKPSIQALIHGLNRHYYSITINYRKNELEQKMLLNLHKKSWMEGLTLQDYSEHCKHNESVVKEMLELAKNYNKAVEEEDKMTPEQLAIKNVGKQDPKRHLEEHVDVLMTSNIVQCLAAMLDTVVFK
MT1-MMP act inh: blocks activation of human MT1-MMP. GFP/RFP ratio change, % at 20 µM. P50281. HT1080 RFP-PRO-GFP cells, GFP/RFP ratio fluorescence, overnight; percent of plate control window, DMSO zero. AID 651647. actives 0.061% (n = 360,000);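 active means GFP/RFP ratio change of at least 30% with cell ATP level not reduced by more than half and red fluorescence within 50% of control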; further: strong numbers were not always called active
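Assay system – RFP-PRO-GFP reporter HT1080 cells · Compound dosing – single dose of 20 µM compound, 1% DMSO final · Incubation – overnight compound exposure at 37 °C · Measure – GFP/RFP fluorescence ratio · Benchmarks – DMSO wells and RFP-L50D-GFP cells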
SUMO1-SIM PPI: SUMO1-SIM interaction modulation; SUMO1 binding to a labelled peptide, TR-FRET, 1 h; inhibition, % at 20 µM; actives 0.33% (n = 360,000); in the data active means inhibition above about 37%
Target sequence (P63165 whole entry, looked up): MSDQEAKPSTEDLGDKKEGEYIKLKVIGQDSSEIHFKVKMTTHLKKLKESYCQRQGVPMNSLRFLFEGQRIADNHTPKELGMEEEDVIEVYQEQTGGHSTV
DNMT1 block: inhibitors of human DNMT1; P26358; DNMT1 molecular beacon, Hinp1I cleavage, fluorescence; inhibition (reported as % activation of signal), % at 10 µM; actives 0.83% (n = 360,000); in the data active means inhibition above about 50%
NadD block: inhibitors of Staphylococcus aureus NadD. purified NadD enzyme, colorimetric absorbance read-out. inhibition, % at 20 µM. actives 0.78% (n = 360,000). AID 602399; in the data active means inhibition above about 26%; further: some compounds past the cut are filed as inactive
LMPTP inh: blocks human LMPTP phosphatase. inhibition, % at 20 µM. actives 0.22% (n = 360,000). recombinant LMPTP-A, OMFP fluorogenic substrate, fluorescence intensity;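 active means compounds that cut the enzyme signal by at least half of the control window in the single-dose screen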;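 further: plate controls were DMSO wells with enzyme plus substrate for no effect and substrate without enzyme for full effect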
Target sequence (P24666 whole entry, looked up): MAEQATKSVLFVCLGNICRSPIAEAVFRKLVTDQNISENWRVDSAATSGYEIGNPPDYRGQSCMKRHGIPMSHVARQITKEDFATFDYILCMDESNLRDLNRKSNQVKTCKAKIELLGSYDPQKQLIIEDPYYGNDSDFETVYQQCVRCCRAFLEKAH
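Test system: LMPTP-A, protein tyrosine phosphatase of low molecular weight; Input: 0.625 nM enzyme; Incubation: 50 min dark incubation at room temperature; Signal: endpoint fluorescence intensity from OMFP dephosphorylation; Read-out basis: % inhibition versus control wells.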
Starred values were filed as active, the others as inactive; i = inactive; . = not tested or not shown. Outcome played no part in choosing rows. About 3.9% of those tested had a hit in this group.

SKN-1 inh	Scp1 inh	STEP inh	NRP1-CendR mod	Rpn11 block	MT1-MMP act inh	SUMO1-SIM PPI	DNMT1 block	NadD block	LMPTP inh	SMILES
11.1	-8.6	-1.3	-13.0	i	-3.4	0.9	2.1	-2.1	-0.5	COc1ccc(C(=O)OCC(=O)Nc2ccc3c(c2)OCCO3)c(OC)c1
-2.0	-3.1	1.0	-10.8	i	-1.4	-1.7	2.2	3.7	-1.3	COc1cccc(OC)c1C(=O)N1CCN(Cc2ccc3c(c2)OCO3)CC1
5.2	-0.2	1.0	-3.6	i	-0.8	6.8	-10.4	2.6	0.8	CCOC(=O)C1CCCN(S(=O)(=O)c2ccc3c4c2CC(=O)N4CC(C)S3)C1 (stereo not given)
5.6	-5.7	0.1	-0.3	i	2.8	-4.9	5.5	1.7	-0.7	CC(C)n1c(O)c(N=Nc2ccccn2)c2ccccc21
-8.7	-4.7	3.9	0.2	i	2.3	-13.1	10.1	5.4	3.1	COc1ccc(N2CCN(C(=O)CCCCCn3c(=S)[nH]c4cc5c(cc4c3=O)OCO5)CC2)cc1
5.4	-13.3	2.4	-7.2	i	-1.0	-6.2	-9.8	6.6	2.3	CC(C)C(C)(C#N)NC(=O)CSc1nc2scc(-c3ccc(F)cc3)c2c(=O)n1Cc1ccccc1 (stereo not given)
11.0	-9.1	-0.3	5.9	i	0.4	-4.0	-2.1	1.4	0.2	CC(C)CN1C(=O)/C(=C(/C#N)C(=O)NC2CCCCC2)c2ccccc21
0.7	-7.2	1.2	-8.7	i	-4.9	-19.5	-0.2	-4.9	-0.3	c1ccc(-c2ncc3ccccn23)cc1
3.4	-10.3	1.4	-0.9	i	2.9	-0.2	-1.0	-1.5	1.1	CCCCNC(=S)NNC(=O)c1csc(C(C)C)c1
15.4	2.3	3.6	-6.3	i	7.1	5.2	2.6	0.5	2.7	Cc1cccc(NC(=O)CSc2nc3ccccc3c3nc(CCc4c(C)n[nH]c4C)nn23)c1
6.0	11.5	-4.2	4.2	i	0.0	-0.1	5.3	-0.7	0.4	O=C(O)CN1C(=O)C(=O)N(Cc2c(F)cccc2Cl)C1=O
-8.2	-2.6	-0.7	-14.8	i	-4.0	3.5	0.0	-1.7	0.7	CCCc1c(C(=O)Nc2ccc(N3CCOCC3)cc2)cnn1-c1ccccc1
10.4	-8.7	-0.4	-1.1	i	0.4	0.5	-5.9	-3.2	-0.8	CCCCNC(=O)COC(=O)c1ccc(SC)cc1OC
3.5	-5.7	-1.5	9.7	i	-4.0	1.2	-7.0	-2.5	-0.2	CCN(c1ccc(C(=O)CN2C(=O)NC3(CCOc4ccccc43)C2=O)cc1)S(C)(=O)=O (stereo not given)
7.6	.	-1.7	4.5	i	5.8	4.0	-8.4	0.2	1.1	CC(=O)NC1(C)CCC2CC1C(C)=NC2(C)C (stereo not given)
-14.1	-1.7	1.0	-22.1	i	-3.8	2.5	2.3	5.6	-1.7	O=CNc1ccc(S(=O)(=O)NCc2ccccc2)cc1
18.3	-4.3	-0.5	8.6	i	2.3	2.3	-3.2	1.4	-0.2	COc1ccc2nc(SCC(=O)Nc3c(C)cc(C)cc3C)[nH]c2c1
-3.7	-9.1	-2.0	6.8	i	-6.6	-6.7	-1.0	-13.7	0.6	CCOc1ccc(NC(=O)CC(Cc2cc(C)cc(C)c2)C(=O)O)cc1 (stereo not given)
5.3	-3.6	-1.0	6.6	i	-1.9	-1.2	1.2	1.7	-2.5	CCOc1ccc(S(=O)(=O)Nc2cccnc2)cc1
10.9	-5.3	0.2	5.0	i	-0.8	3.5	0.0	-2.6	1.0	Cc1ccc(OCCCC(=O)Nc2ccc(S(=O)(=O)Nc3ccccn3)cc2)cc1
-4.1	-1.8	6.3	-10.1	i	3.3	-3.0	2.9	-3.3	-0.3	CSC(=O)NC12CC3CC(CC(C)(C3)C1)C2
-6.7	-3.4	-3.2	0.5	i	-4.0	7.3	-12.0	-5.3	1.2	c1ccc2c(c1)CCN(c1nc3ccccc3n3cnnc13)C2
-0.2	-6.2	-0.8	-3.8	i	4.1	2.8	4.3	-5.2	-1.3	CC(C)C[C@H](NC(=O)C1CCN(S(=O)(=O)c2ccccc2)CC1)C(=O)NCc1ccncc1
-0.4	0.6	-3.4	-90.5	i	4.6	30.6	1.9	12.6	-2.8	Cc1noc(NS(=O)(=O)c2ccc(NC(=O)CSc3nnc4c(n3)[nH]c3ccccc34)cc2)c1C
6.6	-10.7	-3.0	6.8	i	-5.4	-4.4	-4.7	3.6	1.0	COC1CCN(C(=O)CC2C(=O)NCCN2CC2CCCCC2)CC1 (stereo not given)

Next part, overlapping the part above by 4 compounds.
SKN-1 inh	Scp1 inh	STEP inh	NRP1-CendR mod	Rpn11 block	MT1-MMP act inh	SUMO1-SIM PPI	DNMT1 block	NadD block	LMPTP inh	SMILES
-6.7	-3.4	-3.2	0.5	i	-4.0	7.3	-12.0	-5.3	1.2	c1ccc2c(c1)CCN(c1nc3ccccc3n3cnnc13)C2
-0.2	-6.2	-0.8	-3.8	i	4.1	2.8	4.3	-5.2	-1.3	CC(C)C[C@H](NC(=O)C1CCN(S(=O)(=O)c2ccccc2)CC1)C(=O)NCc1ccncc1
-0.4	0.6	-3.4	-90.5	i	4.6	30.6	1.9	12.6	-2.8	Cc1noc(NS(=O)(=O)c2ccc(NC(=O)CSc3nnc4c(n3)[nH]c3ccccc34)cc2)c1C
6.6	-10.7	-3.0	6.8	i	-5.4	-4.4	-4.7	3.6	1.0	COC1CCN(C(=O)CC2C(=O)NCCN2CC2CCCCC2)CC1 (stereo not given)
0.7	-3.5	-9.3	-13.3	i	6.4	3.4	-0.9	6.8	3.5	COc1ccccc1-c1ccc(SCc2ccc(C)cc2)nn1
10.0	-5.7	-1.2	3.1	i	-0.7	-34.9	-27.1	-2.9	-9.5	CCN1CCN(c2ccc(S(=O)(=O)N3CCOCC3)cc2NC(=O)c2ccc(Cl)s2)CC1
-22.0	5.9	-2.4	-3.0	i	1.1	0.2	1.6	-1.6	-2.1	CCOC(=O)C(CC)n1cnc2c(nnn2-c2ccc(OC)cc2)c1=O (stereo not given)
-6.3	-5.2	0.3	18.7	i	6.2	1.1	0.0	-7.7	-1.6	O=C(NCc1cccc(C(F)(F)F)c1)C1CC(c2ccccc2F)=NO1 (stereo not given)
2.3	1.0	-0.4	10.0	i	0.3	0.4	-4.1	13.0	3.9	NS(=O)(=O)c1ccc(CCNC(=O)C(=O)Nc2cc3c4c(c2)CC(=O)N4CCC3)cc1
5.5	-12.2	7.9	0.0	i	-19.6	-2.1	2.5	0.3	1.7	O=C(NC1CCCCC1)C(c1cccs1)N(Cc1cccs1)C(=O)c1cccs1 (stereo not given)
0.8	-4.0	0.9	-6.4	i	-2.0	11.1	6.1	-7.0	2.7	O=C1[C@H]2CCC=C[C@H]2[C@H](c2ccccc2Br)N1Cc1ccccc1
-7.1	-2.3	0.3	2.4	i	4.2	5.1	6.7	2.1	2.3	CC(C(=O)N1CCc2ccccc21)N1CCN(c2cccc(C(F)(F)F)c2)CC1 (stereo not given)
0.1	-6.2	1.3	-0.9	i	0.5	2.2	-3.5	-5.6	-1.4	COc1cc(Br)c(S(=O)(=O)Nc2c(C)n(C)n(-c3ccccc3)c2=O)cc1OC
-2.3	-4.3	1.8	1.6	i	-5.1	-7.2	-5.0	-2.1	1.2	O=C(c1ccc2ccccc2c1)N1CCN(c2ccc(O)cc2)CC1
1.3	1.4	-1.3	0.4	i	-5.6	2.4	1.2	-4.0	1.5	COc1cccc(NC(=O)Nc2cccc(C)n2)c1
10.8	7.2	-1.4	-6.6	i	1.6	2.0	0.9	-4.6	-0.9	CN(C(=O)CSc1nnc(-c2ccc(OC(F)F)cc2)n1N)C1CCS(=O)(=O)C1 (stereo not given)
-11.0	1.3	-1.3	3.7	i	0.1	-1.0	3.2	-1.0	-1.1	Nc1ncnc2c1ncn2[C@@H]1O[C@H](CNC(=O)[C@@H](N)CO)[C@@H](O)[C@H]1O
0.8	-6.5	-0.9	5.8	i	6.4	-6.2	-1.1	3.3	-0.2	COc1ccc(NC(=O)CN2C(=O)CSc3ncccc32)cc1
0.5	-8.6	-1.7	-13.7	i	-1.6	1.2	-0.9	-5.4	1.8	O=C(O)C1CCCN1C(=O)C12CC3CC(CC(C3)C1)C2 (stereo not given)
-14.5	-3.1	0.9	-7.8	i	1.2	2.4	-9.8	-0.1	-0.2	C/C(CC(=O)Nc1cc(C)ccn1)=N\NC(=O)C(=O)Nc1cccc(C)c1
-0.6	-9.1	1.3	9.1	i	6.6	-0.8	-1.5	-3.5	-1.7	Cc1ccc(S(=O)(=O)N(C)Cc2ccc(C(=O)NN=C(CC(C)C)CC(C)C)cc2)cc1
0.9	-3.5	-2.2	-1.5	i	0.6	0.0	1.7	-3.0	-0.4	CCn1c(SCC(=O)N(C)C)nc2cc(S(=O)(=O)N3CCCCC3)ccc21
-2.2	-0.8	-1.9	-3.2	i	4.7	-1.4	2.4	-5.5	-0.6	CC(C)N1CCN(Cc2nc(-c3ccccc3)cs2)CC1CCO (stereo not given)
13.5	4.1	-0.7	-5.4	i	-37.8	2.1	0.3	-2.3	0.0	CCOC(=O)C1(Cc2ccc(Cl)cc2)CCN(C(=O)CCc2ccncc2)CC1
0.2	9.1	1.1	6.3	i	3.5	-2.6	5.0	0.6	1.0	COc1ccc(C(O)P(=O)(OC(C)C)OC(C)C)cc1OC (stereo not given)
8.6	5.0	3.7	-5.9	i	6.1	-3.0	30.4	22.8	6.6	CC(/C=N\Nc1nnc2c(n1)[nH]c1c(C)cccc12)=C\c1ccco1
14.4	-38.3	-0.3	0.0	i	1.6	0.3	5.1	-4.9	4.2	O=S(=O)(Nc1ccc(-n2cccc2)cc1)c1ccc(Cl)c(Cl)c1
-10.2	-9.5	0.9	-7.3	i	-3.4	1.9	2.9	0.9	-0.1	Cc1ccc(S(=O)(=O)N2CCC(C(=O)NCCCN3CCCC3=O)CC2)cc1C

2 successive compounds out of the list so far:
SKN-1 inh	Scp1 inh	STEP inh	NRP1-CendR mod	Rpn11 block	MT1-MMP act inh	SUMO1-SIM PPI	DNMT1 block	NadD block	LMPTP inh	SMILES
-7.1	-2.3	0.3	2.4	i	4.2	5.1	6.7	2.1	2.3	CC(C(=O)N1CCc2ccccc21)N1CCN(c2cccc(C(F)(F)F)c2)CC1 (stereo not given)
0.1	-6.2	1.3	-0.9	i	0.5	2.2	-3.5	-5.6	-1.4	COc1cc(Br)c(S(=O)(=O)Nc2c(C)n(C)n(-c3ccccc3)c2=O)cc1OC
